Screening results deposited in PubChem BioAssay by several laboratories.
PERK inh: human PERK inhibition, primary cell-based screen; inhibition, % at 5.6 µM; AID 1416; hit rate 0.17% among 220,000; CHO PERK-DD fusion, SEAP luminescence translation reporter;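 active = inhibition above the mean inhibition of all tested compounds plus 3 SD, set separately per screening campaign, cut at about 2.9% in these data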;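 also: PERK kinase domain activated by AP20187 dimerizer at 100 nM; 0% = DMSO with dimerizer and 100% = rapamycin at 8.4 µM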
Rad51 HR inh: blocks human Rad51 in homologous recombination; hit rate 0.085% among 200,000; inhibition, % at 10 µM; hRad51 DNA strand exchange, fluorescence dequenching;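 active = inhibition above 40% at the single screening dose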;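 also: 0% = DMSO control wells and 100% = blanks with heterologous ssDNA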
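Material: Human Rad51 nucleoprotein filaments preassembled on unlabelled ssDNA | Also added: Labelled 47-mer dsDNA for strand exchange | Dosing: Single dose, 10 µM final compound | Schedule: 30-min compound preincubation and 15-min exchange, both room temperature | Technique: Fluorescence dequenching at 485/520 nm | Measure: Percent inhibition relative to plate controls and blanks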
Cl transport mod: KCC2 (human) Cl- transport modulation | Q9H2X9 | KCC2 cells, thallium flux FluoZin-2 fluorescence | B-score of Tl+ flux slope (higher = more flux/activation; lower = inhibition) at 10 µM | hit rate 2.2% among 190,000 | AID 1456;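 active = thallium flux slope and its plate-corrected score both differing from the plate sample mean at a set confidence after two filtering rounds, in either direction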;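 also: slope of fluorescence scaled to starting intensity during 10 to 20 s after thallium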
m-calpain inh: blocks pig calpain II enzyme activity | inhibition, % at 16 µM | purified calpain II, fluorogenic peptide substrate, 30 min | hit rate 0.37% among 220,000 | AID 1236;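 active = inhibition above about 50%, limit read from the data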
eIF4E-4G inh: eIF4E/eIF4G interaction inhibition in translation initiation; P63073+Q04637; TR-FRET eIF4E-eIF4GI(517-606) binding, 2 h; inhibition, % at 21.7 µM; hit rate 0.37% among 220,000; AID 782;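 active = inhibition above about 30%, limit read from the data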;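 also: 0% = full FRET control wells and 100% = background wells lacking eIF4GI fragment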
zVAD death inh: L929 zVAD cell death inhibition; L929 zVAD necroptosis rescue, ATP luminescence, 24 h; with zVAD 60 µM; viability rescue, % at 10 µM; hit rate 0.38% among 220,000;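 active = activation, scaled between plate controls, above about 75%, limit read from the data; inactive = activation under that limit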;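 also: 0% = zVAD with DMSO and 100% = DMSO alone without zVAD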
MDM2 E3 inh: Mdm2 E3 ligase (human) inhibition; cell-based MDM2 ubiquitination luciferase reporter, 2 h; 0 = plate control, 100 = twice control, blank-subtracted; signal enhancement, % at 5 µM; Q00987; hit rate 0.11% among 210,000;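 active = signal enhancement of 30% or more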;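 also: luminescence tracks abundance of the self-degrading MDM2-luciferase fusion protein; higher signal means inhibition of MDM2 E3 ligase activity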
Target sequence (Q00987 whole entry, looked up, the tested form may be a part): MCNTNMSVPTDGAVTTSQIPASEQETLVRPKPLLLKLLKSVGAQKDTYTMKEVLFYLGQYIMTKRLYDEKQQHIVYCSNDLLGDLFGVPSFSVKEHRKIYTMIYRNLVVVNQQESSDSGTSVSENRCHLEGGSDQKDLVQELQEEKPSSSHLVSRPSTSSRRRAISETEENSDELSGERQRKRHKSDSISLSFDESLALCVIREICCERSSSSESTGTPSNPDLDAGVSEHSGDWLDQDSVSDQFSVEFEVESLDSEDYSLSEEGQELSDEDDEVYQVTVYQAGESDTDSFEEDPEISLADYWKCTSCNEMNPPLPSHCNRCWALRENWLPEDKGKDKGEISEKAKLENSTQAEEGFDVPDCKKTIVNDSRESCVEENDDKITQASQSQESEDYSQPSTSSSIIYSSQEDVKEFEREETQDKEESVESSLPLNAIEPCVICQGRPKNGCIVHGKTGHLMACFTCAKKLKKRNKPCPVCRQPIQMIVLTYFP
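System: stable MDM2–luciferase fusion reporter cells / Input: 2000 cells seeded into each well / Schedule: 4 h settle plus 2 h compound, 37 °C / Compound: single-point 5 µM / Buffer or medium: cells held in DMEM / Benchmarks: control and blank well means / Evaluation: percent signal gain over controls, blank-subtracted / Measured by: luciferase luminescence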
TNF necrop inh: blocks TNF-alpha induced death of Jurkat FADD-/- cells. hit rate 0.068% among 220,000. activation (protection from cell death), % at 10 µM. Jurkat FADD-/- TNF necroptosis rescue, ATP luminescence, 24 h; 0 = TNF only, 100 = no-TNF cells. AID 463075;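 active = activation, meaning protection from cell death, of at least 50% relative to plate controls; inactive = activation below 50%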;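 also: necroptosis triggered by 40 ng/mL TNF-alpha added together with compound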
EBV gp42 block: inhibitors of Epstein-Barr virus glycoprotein 42; Q1HVG2; Fluorescence polarization binding assay, mP read-out; inhibition, % (tested at 21.74 µM); hit rate 0.42% among 220,000; AID 1085; in the data active = inhibition above about 50%
Target sequence (Q1HVG2 whole entry, looked up): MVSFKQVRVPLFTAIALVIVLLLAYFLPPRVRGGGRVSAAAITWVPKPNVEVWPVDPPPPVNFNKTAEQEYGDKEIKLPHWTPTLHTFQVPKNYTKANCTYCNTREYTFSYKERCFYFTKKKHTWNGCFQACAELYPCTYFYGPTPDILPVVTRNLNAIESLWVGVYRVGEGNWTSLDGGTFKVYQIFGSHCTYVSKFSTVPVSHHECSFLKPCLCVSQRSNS
The depositor's hits bear a star; i = inactive; x = no result given; [ ] = dose if it differs, or a comment.

SMILES | PERK inh | Rad51 HR inh | Cl transport mod | m-calpain inh | eIF4E-4G inh | zVAD death inh | MDM2 E3 inh | TNF necrop inh | EBV gp42 block
C=CCn1c(Oc2ccc(C(=O)OC)cc2)nc2c1c(=O)n(C)c(=O)n2C | 2.2 | 2.9 | x | -22.0 | -1.4 | -0.4 | -20.4 | -1.4 | -5.1
COCCNc1nc(C)cc(-c2cc(C(=O)NCc3ccccc3)on2)n1 | x | -5.8 | -0.519 | 15.3 | 4.9 | 0.5 | 6.6 | 3.1 | -14.8
CCn1cnc2cc(NCc3ccncc3)ccc21 | 0.9 | -0.2 | -0.594 | -7.9 | 0.2 | -0.9 | -4.7 | -0.3 | -12.7
Cc1cccc(C(=O)c2c[nH]cc2-c2ccccc2)c1 | -1.4 | x | 1.21 | 7.6 | -3.0 | -0.5 | 8.8 | 1.6 | 14.5
CCc1nc2ccccc2c(C(=O)OCC(=O)Nc2ccc(S(=O)(=O)N3CCOCC3)cc2)c1C | -0.6 | x | -1.12 | -13.2 | 2.8 | 0.7 | 3.9 | 4.6 | -13.4
Cc1ccc(S(=O)(=O)N2CCC(=O)N(CCOC(=O)Nc3cccc(Cl)c3)CC2)cc1 | -0.5 | -1.2 | -0.915 | -8.7 | -2.4 | -0.9 | x | -0.2 | 7.9
COC(=O)c1[nH]c2cccc(OC)c2c1NC(=O)CN(C)CC1OCCO1 | 0.1 | -8.0 | x | -191.6 | -2.0 | 0.0 | -13.7 | -0.4 | -14.3
CCOC(=O)CCCNC(=O)COC(=O)c1cc(Br)c(Br)s1 | 0.6 | -5.8 | -1.15 | -12.2 | -0.4 | 1.6 | -6.6 | -0.4 | -5.7
Cc1cc(Br)ccc1S(=O)(=O)n1ccnc1C | 0.5 | 10.8 | -1.03 | -0.2 | 0.2 | 2.4 | -7.7 | -0.9 | -3.9
Cc1ccc(N=C2NC(=O)S/C2=C\c2ccco2)cc1 | -0.7 | -0.1 | -0.997 | -12.8 | 7.7[fluorescence artefact?] | 12.4 | 0.8 | 3.9 | -2.1
COC(=O)c1ccc(N2CCN(S(=O)(=O)c3ccc(Br)cc3)CC2)c([N+](=O)[O-])c1 | -1.0 | -2.8 | 0.186 | 2.6 | 0.7 | 0.0 | -15.5 | -7.8 | -9.2
COc1ccc(-c2nc(=S)[nH][nH]2)cc1 | 0.8 | 12.8 | -0.0621 | -40.6 | 3.6[fluorescence artefact?] | 0.9 | -15.7 | -4.2 | -5.7
COc1ccc2[nH]c(=O)c(CN(CCCN(C)C)C(=O)Nc3ccc(F)cc3)cc2c1 | -0.1 | -6.1 | 0.0505 | -56.1 | -3.1 | -0.3 | -10.9 | 0.4 | -8.2
O=C(Nc1ccc(NC(=O)C2CC2)nc1)c1cccnc1 | 1.3 | -5.3 | 0.481 | -2.2 | 7.4 | 3.8 | 1.7 | 1.5 | -1.3
CCCCN1C(=S)SC(C)(C)C1/[N+]([O-])=C/c1ccc(S(=O)(=O)NC)cc1 (centres undefined) | 0.9 | 10.5 | 0.0111 | 21.8 | -5.4 | 1.0 | -3.2 | 3.4 | -9.0
OC1CCCN(CC(O)COC(c2ccccc2)c2ccccc2)C1 (centres undefined) | 0.8 | 3.3 | -0.605 | -19.3 | -11.2 | -0.6 | x | 0.9 | -7.1
Cc1nc(C)c(Oc2ccc(Cl)cc2Cl)c(=O)[nH]1 | 0.9 | 4.1 | -0.00112 | -10.4 | 0.8 | 0.2 | -17.6 | -0.1 | -17.8
O=C(Nc1ccc2c(c1)OCO2)C(c1ccc(Cl)cc1)N1CCC2(CC1)OCCO2 (centres undefined) | 0.4 | 8.3 | 0.0456 | -35.2 | -8.0 | -0.5 | -12.8 | 1.2 | -13.0
COc1ccc(OC)c(C(=O)CSc2nc3c(c(=O)n(C)c(=O)n3C)n2C(C)C)c1 | -0.6 | 3.0 | 0.729 | -2.1 | -31.0 | 0.7 | -4.6 | 0.1 | -17.2
Cc1cc(C)nc(Nc2ncc(O)n2-c2ccc(C)c(C)c2)n1 | -2.5 | -3.4 | x | -15.4 | -3.2 | -0.5 | -3.7 | -0.2 | -20.4
CCN1CCc2c(sc(N)c2C(N)=O)C1 | 0.6 | x | -0.61 | -55.9 | -3.3 | 0.7 | -16.9 | -0.2 | 8.3
COc1ccc(-c2c(C(F)(F)F)nn(C)c2NC(=O)c2cccnc2)cc1 | -0.3 | 22.5 | 0.0557 | -13.2 | 0.9 | -0.2 | -15.4 | 2.1 | -15.8
COc1cc2cc(C(=O)N3CCN(Cc4ccc5c(c4)OCO5)CC3)c(=O)oc2cc1OC | -0.9 | -20.8 | -0.059 | -294.5 | 0.5 | 0.6 | -9.1 | 1.3 | -8.7
COc1cc2c(cc1OC)C1C(C(=O)Nc3ccccc3N3CCN(C)CC3)c3ccccc3C(=O)N1CC2 (centres undefined) | 0.4 | -0.5 | 0.942 | 13.3 | 1.8 | -0.3 | -6.6 | 1.1 | -3.4
Nc1nc(N)c(Cc2ccc(Cl)cc2Cl)c(N)n1 | -0.6 | 15.9 | 0.0149 | 7.0 | 2.0 | -1.1 | -13.1 | 1.8 | -1.8
Cc1ccc(C(=O)NC(=S)N2CC(C)OC(C)C2)cc1[N+](=O)[O-] (centres undefined) | 2.0 | x | x | -9.1 | -3.1 | -0.3 | -5.9 | -1.5 | -9.3
CCCn1cc(CN2CCCC(C(=O)c3cccc(OC(C)C)c3)C2)c(C)n1 (centres undefined) | 0.0 | 19.2 | 0.822 | -22.0 | -2.4 | 0.1 | -6.7 | -0.3 | -9.6
O=C(COC(=O)c1ccccn1)Nc1ccc2c(c1)OCO2 | 1.6 | -25.5 | 0.574 | 15.1 | 0.4 | 0.7 | 7.1 | -0.1 | 6.0
N#Cc1c(NC(=O)CCC(=O)O)sc2c1CCCC2 | 1.2 | -0.3 | -0.865 | 7.3 | -11.5 | 0.5 | -20.4 | -0.5 | -9.9
O=S(=O)(c1ccccc1)c1nc(-c2ccccc2)oc1NCc1cccnc1 | 1.2 | -2.6 | -0.512 | -0.2 | -2.7 | 0.1 | -16.6 | -1.0 | -1.0
Cc1cc(=O)n2c(-c3ccc(Cl)cc3)csc2n1 | 1.1 | 14.8 | 0.0925 | 2.0 | -5.2 | 0.0 | -6.3 | 1.8 | -13.8
Oc1ccc(N=Nc2ccc3c(c2)OCCO3)c(O)c1 | 0.7 | 0.1 | -1.5 | -11.1 | 7.2 | -0.1 | x | -7.6 | -6.0
CCN(CC)c1ccc(/C=c2\sc3nnc(-c4ccccc4Cl)n3c2=O)cc1 | 0.0 | i | x | -105.3 | -33.6 | 1.0 | -7.8 | -0.6 | 193.3*
CCC(=O)c1ccc(OCC(=O)Nc2ccc3nc(C)sc3c2)cc1 | 1.2 | 2.3 | 0.291 | -5.5 | -3.9 | 0.8 | x | 1.8 | -3.4
O=C(Nc1ccc(S(=O)(=O)Nc2nccs2)cc1)c1ccc(=O)[nH]c1 | 0.0 | -10.6 | 0.262 | -62.7 | 3.2 | 1.3 | -9.6 | 1.0 | 30.5
CCCc1[nH][nH]c(=O)c1C(c1ccc(Br)cc1)C(C#N)C#N (centres undefined) | 0.3 | -7.0 | 0.706 | 0.7 | -6.7 | -0.2 | -2.4 | -1.5 | 3.4
CCc1c(C)nc2ncnn2c1N1CCCC(C(=O)NCCc2ccccc2)C1 (centres undefined) | -2.1 | x | -0.78 | 15.5 | 0.5 | -0.6 | -12.7 | -2.6 | -0.3
Cn1c(N)c(S(=O)(=O)c2ccc(Br)cc2)c2nc3ccccc3nc21 | -0.9 | -6.5 | -0.0245 | -176.3 | 8.5[fluorescence artefact?] | 2.1 | -6.2 | 2.9 | 32.0
Cn1nccc1C(=O)N/N=C/c1ccccc1[N+](=O)[O-] | 0.4 | 19.0 | -0.00316 | 3.9 | 1.8 | 1.0 | -35.7 | -1.0 | -21.2
CCOc1ccc(NC(=O)CSc2nc3cccnc3n2CC)cc1 | 0.2 | 1.5 | x | 7.5 | 5.3 | 2.2 | -14.7 | -1.1 | -2.8
CCN(CC)c1ccc(C2C3CCCCC3(O)CCN2CC(=O)Nc2ccccc2)cc1 (centres undefined) | -0.9 | -5.6 | -0.304 | 21.2 | x | -1.0 | -4.5 | 1.7 | -11.8
O=C1CC(N2CCN(Cc3ccc4c(c3)OCO4)CC2)C(=O)N1c1ccccc1 (centres undefined) | 0.8 | x | -0.637 | -17.0 | 2.7[fluorescence artefact?] | 0.8 | 0.1 | 0.0 | -4.5
Cc1cc(C)nc(NC(=O)c2cccs2)n1 | 1.2 | -0.6 | -1.34 | 9.4 | -12.7 | 0.9 | x | 0.5 | -7.5
Cc1c(Br)cc(C(=O)N2CCN(CCO)CC2)c(C)c1C | 0.7 | 3.9 | 0.637 | -0.7 | 8.9 | 0.2 | -11.8 | -1.3 | -8.0
COc1ccc(OC)c(NS(=O)(=O)c2cccs2)c1 | -0.2 | -4.4 | -0.235 | 7.1 | 2.8 | -1.0 | 9.6 | 0.1 | -10.3
COCCN(C(=S)Nc1cccc(C)c1)C(C)c1cccnc1 (centres undefined) | 1.2 | x | x | -19.3 | 1.0 | -0.8 | x | -0.1 | -4.8
Cc1nn(CCC#N)c(NC(=O)c2ccccc2)c1P(=O)(Nc1ccc(Br)cc1)N1CCOCC1 (centres undefined) | 1.1 | -4.0 | -0.188 | -70.1 | -1.5 | 1.3 | -29.2 | 0.1 | -26.4
CN(C)c1nc(NCc2ccccc2)nc(N/N=C/c2ccc3c(c2)OCO3)n1 | -1.2 | x | -1.94 | 12.8 | -3.8 | x | -1.4 | -3.2 | 10.0
CCc1ccc(OCCNC(=O)c2cc(SC)ccc2Cl)cc1 | 0.4 | x | -6.29* | 21.9 | -0.4 | 0.3 | 5.3 | -2.9 | -8.5
CCOC(=O)c1c(NC(=O)c2ccccc2N(C)S(=O)(=O)c2ccccc2)sc2c1CCCC2 | -0.9 | 4.9 | -0.743 | -117.6 | 0.9 | 3.4 | -8.0 | -0.1 | 12.2
Cc1ccc(-c2c[n+](CC(=O)Nc3cc(=O)n(C)c(=O)n3C)c3n2CCC3)cc1 | 1.3 | 5.6 | 0.113 | -7.2 | 1.9 | 1.2 | -0.6 | 1.8 | -12.5
